# Screens: PubChem, several laboratories
# MT1-MMP act inh = blocks activation of human MT1-MMP | AID 651647 | HT1080 RFP-PRO-GFP cells, GFP/RFP ratio fluorescence, overnight; percent of plate control window, DMSO zero | P50281 | actives 0.061% (n = 360,000) | GFP/RFP ratio change, % at 20 µM;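 active = GFP/RFP ratio change of at least 30% with cell ATP level not reduced by more than half and red fluorescence within 50% of control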; note: strong numbers were not always called active
#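 Read-out: GFP/RFP fluorescence ratio; Test system: RFP-PRO-GFP reporter HT1080 cells; Compound dosing: single-point 20 µM compound, 1% DMSO; Times: overnight compound exposure at 37 °C.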
# Rpn11 inh = inhibitors of human proteasome Rpn11 | O00487 | human 26S proteasome, Ub4-pepOG fluorescence polarization; 20S core pre-blocked with epoxomicin | calls only at 20 µM | actives 0.59% (n = 360,000) | AID 588493;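 active = inhibition at 20 µM, scaled to each plate's controls, above about 33%, limit read from the data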
# Target sequence (O00487 whole entry, looked up): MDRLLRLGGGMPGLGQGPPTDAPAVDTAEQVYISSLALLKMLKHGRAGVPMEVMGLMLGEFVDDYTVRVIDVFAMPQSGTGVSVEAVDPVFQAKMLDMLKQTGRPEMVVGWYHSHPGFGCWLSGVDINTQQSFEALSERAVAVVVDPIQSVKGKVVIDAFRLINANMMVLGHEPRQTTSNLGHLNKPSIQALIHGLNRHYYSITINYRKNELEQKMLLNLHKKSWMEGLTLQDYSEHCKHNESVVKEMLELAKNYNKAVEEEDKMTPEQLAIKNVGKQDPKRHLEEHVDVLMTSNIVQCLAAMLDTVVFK
# Rin1 Abl inh = inhibitors of human Rin1-Abl protein interaction; P00519+Q13671; TR-FRET Rin1/Abl binding, biochemical; inhibition, % at 7.35 µM; actives 0.4% (n = 360,000); in the data active = inhibition above about 5%, passing the limit was not always enough
# Neddyl block = cullin neddylation inhibition | P61081+Q13564 | TR-FRET cullin neddylation, biochemical | calls only at 25 µM | actives 0.58% (n = 360,000) | AID 651699; in the data active = inhibition above about 36%
# FAS TE block = FAS thioesterase (human) inhibition. recombinant FAS-TE, OMFH fluorogenic substrate, fluorescence endpoint. actives 0.67% (n = 360,000). inhibition, % at 15 µM. P49327;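 active = compounds whose normalised, plate-corrected inhibition of enzyme fluorescence in the single-dose primary screen is 50% or more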;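 note: 0% = DMSO with enzyme and 100% = substrate without enzyme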
# CSN inh = blocks human CSN-mediated cullin deneddylation | Purified CSN, SCF-Nedd8-OG deneddylation, fluorescence polarization | inhibition, % at 12.5 µM | actives 0.38% (n = 360,000) | AID 651999;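 active = pattern-corrected inhibition above about 35%, with an unprinted fluorescence ratio check between 0.5 and 1.5, limit read from the data, passing the limit was not always enough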;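 note: 0% = enzyme with substrate and 100% = substrate without enzyme; some results filed as inactive read as strong as hits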
# Target sequence (Q92905 whole entry, looked up, one chain of several): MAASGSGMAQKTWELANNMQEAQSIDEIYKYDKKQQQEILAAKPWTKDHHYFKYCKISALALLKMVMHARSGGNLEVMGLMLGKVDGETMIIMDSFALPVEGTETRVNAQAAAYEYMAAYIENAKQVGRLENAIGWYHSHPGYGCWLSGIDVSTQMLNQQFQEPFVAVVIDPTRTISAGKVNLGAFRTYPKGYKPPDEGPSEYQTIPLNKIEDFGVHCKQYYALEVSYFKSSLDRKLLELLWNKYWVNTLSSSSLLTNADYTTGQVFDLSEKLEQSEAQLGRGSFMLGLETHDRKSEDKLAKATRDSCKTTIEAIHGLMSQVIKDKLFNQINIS
#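 Detection – fluorescence polarization · System – HEK293T-derived human Csn5 enzyme · Controls – substrate-only high control, full reaction low control · Timing – 90 min, room temperature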
# MLLE-PAM2 inh = blocks PAM2 peptide binding to the PABP1 MLLE domain. GST-MLLE / FITC-PAM2 fluorescence polarization. inhibition, % at 20 µM. actives 0.36% (n = 360,000). AID 588489; in the data active = inhibition above about 35%, passing the limit was not always enough;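 note: plate controls were DMSO wells with GST-MLLE for no effect and wells lacking GST-MLLE protein for full effect; some results filed as inactive read as strong as hits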
# SKN-1 block = inhibitors of C. elegans SKN-1. C. elegans VP596 Pgst-4::GFP/RFP ratio, acrylamide-induced, 24 h. inhibition, % at 21.8 µM. actives 0.49% (n = 360,000);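 active = interference check ratio from 0.5 to 1.5 plus GFP to RFP signal ratio inhibition reaching or exceeding a fixed threshold, cut at about 30% in these data, passing the limit was not always enough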; note: some compounds called inactive have numbers as strong as hits
# NadD inh = blocks S. aureus nicotinate mononucleotide adenylyltransferase | purified NadD enzyme, colorimetric absorbance read-out | actives 0.78% (n = 360,000) | AID 602399 | inhibition, % at 20 µM; in the data active = inhibition above about 26%; note: some compounds past the cut are filed as inactive
# Active calls of the source: *; i = inactive; nt = not tested or not shown.
# Sequence of screens: MT1-MMP act inh | Rpn11 inh | Rin1 Abl inh | Neddyl block | FAS TE block | CSN inh | MLLE-PAM2 inh | SKN-1 block | NadD inh
- COc1cccc(NC(=O)CN(C)C(=O)CCSc2ccc(C)cc2)c1
→ 1 | i | 2 | i | 6 | -2 | -3 | -5 | -1
- CCN(CC)C(=O)Cn1cnc([N+](=O)[O-])n1
→ 4 | i | -1 | i | -6 | 0 | 10 | 15 | -1
- Cc1ccc(OCCCC(=O)Nc2ccc(S(N)(=O)=O)cc2)cc1
→ -3 | i | -4 | i | -3 | -3 | 4 | 12 | 0
- COc1ccc(NC(=O)CN2CCN(C(=O)C3CCCO3)CC2)c(OC)c1 (stereo unspecified)
→ -2 | i | 1 | i | -8 | 3 | -13 | 0 | 0
- Cc1ccc(S(=O)(=O)N2C[C@H]3[C@H]4C(=O)N(Cc5ccccc5)C(=O)[C@H]4CC(=O)[C@H]3[C@@H]2c2ccccc2)cc1
→ -1 | i | 6 | i | 16 | -2 | -8 | -19 | 5
- O=[N+]([O-])c1ccc(Cl)c(C2Nc3cccc4cccc(c34)N2)c1
→ 0 | i | -2 | i | 45 | 2 | 22 | 17 | 20
- Cn1c(CN2CCOCC2)nc2cc(NC(=O)COc3ccc([N+](=O)[O-])cc3)ccc21
→ 6 | i | 3 | i | 7 | 2 | 2 | 1 | -1
- CCOC(=O)c1cnc2c(Cl)cccc2c1NCCN1CCOCC1
→ -2 | i | 1 | i | -1 | 4 | 12 | 2 | -6
- CN(CC(=O)Nc1cccc(F)c1)C(=O)CCCN1C(=O)c2cccc3cccc(c23)C1=O
→ 2 | i | -2 | i | 4 | 5 | 11 | -3 | 1
- Cc1ccc(NC(=O)c2ccc(C(C)(C)C)cc2)cc1[N+](=O)[O-]
→ 2 | i | -1 | i | 19 | -2 | -6 | 17 | 6
- COc1cc(NC(=O)Cn2c(=O)n(-c3cccc(C)c3)c(=O)c3c(C)c(C)sc32)cc(OC)c1
→ -6 | i | -2 | i | -11 | 6 | -10 | -1 | 17
- Cc1ccc(CSc2ccc(S(=O)(=O)N3CCCC3)cn2)cc1
→ 0 | i | 0 | i | 40 | 0 | 10 | -1 | -3
- CC(C)N1CCNCC1
→ 1 | i | -1 | i | -6 | 8 | 6 | 4 | -1
- COCCCNC(=S)N1CCN(C(=O)C(=O)Nc2ccc(C(=O)OC)cc2)CC1
→ -6 | i | 1 | i | -7 | -11 | -129 | 5 | -7
- O=C(C1CCCN(Cc2ccccc2F)C1)N1CCCCC1 (stereo unspecified)
→ 3 | i | 0 | i | -3 | -2 | 8 | 18 | -2
- N#C/C(=C\Nc1ccc2cn[nH]c2c1)c1nc(-c2ccccc2)cs1
→ 0 | i | -7 | i | -4 | 3 | -16 | 9 | 35*
- CCOc1ccccc1NC(=O)C1CCN(S(C)(=O)=O)CC1
→ 3 | i | 3 | i | -6 | 0 | 0 | 4 | -3
- C=CCSc1ccsc1C(=O)O
→ 2 | i | -1 | i | -6 | 6 | 15 | 3 | 5
- CCN(C[C@H]1N[C@@](C)(C(=O)OC)[C@H]2C(=O)N(Cc3ccccc3)C(=O)[C@@H]12)C(=O)Nc1ccccc1
→ -3 | i | -3 | i | -9 | -11 | -4 | 13 | -4
- COc1ccc(CNC(=O)Nc2ccccc2)cc1
→ 4 | i | -1 | i | -7 | -4 | 15 | -3 | -5
- Cc1cccc(-n2nc(C)c3c(C(=O)O)cc(-c4cccs4)nc32)c1
→ 0 | i | -2 | nt | 1 | -4 | 2 | 9 | -6
- Cc1ccc(NC(=O)CSc2nnc(Cc3cccn3C)n2-c2ccc(F)cc2)c(C)c1
→ 0 | i | 1 | i | 6 | -8 | -12 | 0 | 2
- O=C(Cc1ccc(F)cc1)Nc1nc(-c2ccc(F)c(F)c2)cs1
→ -3 | i | 1 | i | 51* | 0 | 27 | 6 | -4
- O=C(NCc1cccs1)C1CCCCC1
→ -3 | i | 1 | i | -7 | 5 | -7 | -21 | 3
- Cc1ccc(S(=O)(=O)CCC(=O)OCC(=O)N2c3ccccc3CC2C)cc1 (stereo unspecified)
→ 4 | i | 0 | i | 12 | 3 | 4 | -15 | -6
- COC(=O)C1CN(S(=O)(=O)c2cc(OC)ccc2OC)CCS1 (stereo unspecified)
→ 0 | i | 2 | i | 0 | 2 | 14 | 1 | 0
- CNC(=O)NC(=O)COC(=O)CCc1nc(=O)c2ccccc2n1C
→ 5 | i | 2 | i | -8 | -15 | 9 | -15 | 2
- Cc1ccc(Cl)cc1N1CCN(Cc2nc3c(c(=O)[nH]c(=O)n3C)n2CCc2ccccc2)CC1
→ 1 | i | 0 | i | 2 | 3 | 3 | -4 | 19
- O=C(Nc1ccccc1)c1cc(Cl)nc2ccccc12
→ -4 | i | -4 | i | -3 | 1 | -2 | 10 | 1
- CN1CCN(S(=O)(=O)c2ccc(Cl)c(C(F)(F)F)c2)CC1
→ -2 | i | 3 | i | -5 | -3 | 10 | 7 | -1
- Cc1ccc2c(NC(=O)c3ccc(Br)o3)cccc2n1
→ 1 | i | -2 | i | -4 | 3 | -8 | -5 | 2
- O=C(NCc1ccncc1)c1cc(-c2ccc(Cl)cc2)oc1C(F)(F)F
→ 11 | i | -3 | i | 6 | 2 | 9 | 2 | -2
- COc1ccc(C(=O)O/N=C(\N)Cc2ccc([N+](=O)[O-])cc2)c(OC)c1
→ 1 | i | -2 | i | 4 | 1 | 0 | -9 | -7
- COc1ccc(OC)c(CN2CCC(N3CCC(C(=O)NC4CC4)CC3)CC2)c1
→ -2 | i | -1 | i | -6 | 5 | 1 | 21 | -2
- CCOC(=O)N/N=C(\c1ccccc1)C(O)c1ccccc1 (stereo unspecified)
→ 2 | i | 3 | i | -2 | 4 | 11 | 8 | -10
- Nc1ccc(C(=O)NC23CC4CC(CC(C4)C2)C3)cc1
→ 1 | i | 4 | i | -2 | -5 | -16 | -11 | 0
- Cc1cc(C)c(C(=O)/C=C/c2ccc3c(c2)OCO3)c(=O)[nH]1
→ 3 | i | -1 | i | -4 | -5 | -13 | 7 | 4
- Cc1ccc(-c2csc3ncnc(SCc4ccc(C(=O)O)cc4)c23)cc1
→ 2 | i | 1 | i | -4 | -4 | -11 | 1 | 32*
- O=C(CNC(=O)c1cccs1)OCC(=O)c1ccc(Cl)cc1
→ 1 | i | 1 | i | -9 | 8 | -6 | -13 | 4
- CC1(C)CC(=O)C(C=NCCCn2ccnc2)=C(O)C1
→ -2 | i | -2 | i | -10 | 0 | 5 | -6 | 5
- CCCCCC1C(=O)N2C=C(c3ccccc3)c3ccccc3N2C1=O (stereo unspecified)
→ 1 | i | 2 | nt | 10 | -3 | 3 | 2 | 1
- CC(C)CN(CC(C)C)C(=O)Cc1coc2ccc3ccccc3c12
→ -11 | i | 2 | i | 16 | 5 | 5 | 9 | -2
- COc1ccc(/C=C/C(=O)N/C(=C\c2ccco2)C(=O)NCCc2nc3ccccc3[nH]2)cc1
→ -9 | i | -5 | i | -3 | -12 | -31 | 7 | 7
- CCCN1CCC(=O)N([C@H](CSc2ccc(OC)cc2)c2ccccc2)CC1
→ -4 | i | 2 | i | -6 | -1 | 25 | 2 | 1
- Cc1cccc(C2=N/C(=C\c3cccs3)C(=O)O2)c1
→ 1 | i | 4 | i | 32 | 8 | 8 | 6 | 1
- O=C(NNC(=O)c1csc(-c2ccccc2)n1)c1ccccc1
→ 5 | i | 4 | i | -4 | 2 | 4 | 0 | 3
- Cc1ccc(-n2c(C)cc(C(=O)CSc3nnnn3C)c2C)cc1
→ 3 | i | 1 | i | 11 | -3 | -21 | -16 | -8
- Cc1nnc2c3ccccc3c(-c3ccc(O)cc3)nn12
→ 2 | i | 2 | i | -4 | 4 | 9 | 11 | -8
- CC(C)CN(C(=O)C1CCCC1)C1CCS(=O)(=O)C1 (stereo unspecified)
→ -7 | i | 0 | i | -10 | 1 | -1 | -1 | -4
- O=C(NC1CCOCC1)C1CCC(=O)N(Cc2cccc(C(F)(F)F)c2)C1 (stereo unspecified)
→ 0 | i | 0 | i | -4 | -4 | 9 | -3 | -4
- CSc1nc2ccc(NS(=O)(=O)c3ccc(CNC(C)=O)cc3)cc2s1
→ -1 | i | 1 | i | -3 | -5 | -13 | 0 | -8
- CC1(C)COC(c2ccccc2Cl)OC1
→ -1 | i | 4 | i | -6 | -5 | 10 | 18 | 0
- CCOc1ccc(C(F)(F)F)cc1NC(C)=O
→ 0 | i | -1 | i | -9 | 0 | -10 | 9 | -1
- Nn1cnnc1SCC(=O)N(C1CCCCC1)C1CCCCC1
→ -7 | i | 1 | i | -1 | -5 | 12 | -6 | -6
- Cc1c(O)ccc(C(=O)CN2CCN(c3ccc(F)cc3)CC2)c1O
→ 1 | i | -1 | i | 2 | 3 | -10 | 3 | 2
- CCn1c(C)nc2cc(S(=O)(=O)Nc3ccc(C)cc3)ccc21
→ -6 | i | 4 | i | -2 | -17 | -139 | 1 | 14
- Cc1cccc(C(=O)OCC(=O)Nc2c(C)n(C)n(-c3ccccc3)c2=O)c1O
→ 6 | i | 1 | i | -8 | 3 | -7 | -8 | 7
- CCOC(=O)Nc1nc(-c2ccccc2)c(C(=O)c2ccccc2)s1
→ 5 | i | 0 | i | 13 | 3 | -2 | -7 | -4
- CN(CC(=O)N1CCN(Cc2ccccc2)CC1)S(=O)(=O)c1ccc(F)cc1
→ -2 | i | -1 | i | -3 | 1 | -8 | -8 | -5
- COc1cccc(C2c3c(oc4ccccc4c3=O)C(=O)N2Cc2ccco2)c1 (stereo unspecified)
→ 0 | i | -1 | i | -3 | -1 | 2 | -6 | -7
- CCCCNC(=O)CSc1nnc(-c2cccc(S(=O)(=O)N3CCOCC3)c2)o1
→ 3 | i | 1 | i | -1 | -1 | -10 | 8 | 0
- CC1CCCN(C(=O)C2CCN(CC3CC=CCC3)CC2)C1 (stereo unspecified)
→ 3 | i | -3 | i | -4 | -2 | 14 | -27 | -1
- COc1cccc(N2CCC(N3CCN(C)C(CCO)C3)CC2)c1 (stereo unspecified)
→ 1 | i | 2 | i | -3 | -5 | 0 | 6 | -8

# Nothing new here: entries from further up.
# Sequence of screens: MT1-MMP act inh | Rpn11 inh | Rin1 Abl inh | Neddyl block | FAS TE block | CSN inh | MLLE-PAM2 inh | SKN-1 block | NadD inh
- COc1cccc(NC(=O)CN(C)C(=O)CCSc2ccc(C)cc2)c1
→ 1 | i | 2 | i | 6 | -2 | -3 | -5 | -1
- CCN(CC)C(=O)Cn1cnc([N+](=O)[O-])n1
→ 4 | i | -1 | i | -6 | 0 | 10 | 15 | -1
- Cc1ccc(OCCCC(=O)Nc2ccc(S(N)(=O)=O)cc2)cc1
→ -3 | i | -4 | i | -3 | -3 | 4 | 12 | 0
- COc1ccc(NC(=O)CN2CCN(C(=O)C3CCCO3)CC2)c(OC)c1 (stereo unspecified)
→ -2 | i | 1 | i | -8 | 3 | -13 | 0 | 0
- Cc1ccc(S(=O)(=O)N2C[C@H]3[C@H]4C(=O)N(Cc5ccccc5)C(=O)[C@H]4CC(=O)[C@H]3[C@@H]2c2ccccc2)cc1
→ -1 | i | 6 | i | 16 | -2 | -8 | -19 | 5
- O=[N+]([O-])c1ccc(Cl)c(C2Nc3cccc4cccc(c34)N2)c1
→ 0 | i | -2 | i | 45 | 2 | 22 | 17 | 20
- Cn1c(CN2CCOCC2)nc2cc(NC(=O)COc3ccc([N+](=O)[O-])cc3)ccc21
→ 6 | i | 3 | i | 7 | 2 | 2 | 1 | -1
- CCOC(=O)c1cnc2c(Cl)cccc2c1NCCN1CCOCC1
→ -2 | i | 1 | i | -1 | 4 | 12 | 2 | -6
- CN(CC(=O)Nc1cccc(F)c1)C(=O)CCCN1C(=O)c2cccc3cccc(c23)C1=O
→ 2 | i | -2 | i | 4 | 5 | 11 | -3 | 1
- Cc1ccc(NC(=O)c2ccc(C(C)(C)C)cc2)cc1[N+](=O)[O-]
→ 2 | i | -1 | i | 19 | -2 | -6 | 17 | 6
